Assay outcomes: PubChem, National Center for Advancing Translational Sciences (NCATS)
GAA inhib: inhibitors of human lysosomal alpha-glucosidase. hit rate 0.005% among 200,000. AID 1466. P10253. Potency, µM (top dose mostly 76.9 µM), for the others: at the highest dose activity change, negative = inhibition, actives largely listed as inhibitors. purified human GAA, 4-MU-alpha-glucoside fluorescence;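 further: plate controls were uninhibited enzyme wells for no effect and no-enzyme background for full effect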
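Endpoint fluorogenic read: 20 min room-temperature reaction of 4 nM human alpha-glucosidase with 400 uM 4-methylumbelliferyl-alpha-D-pyranoside, pH 5.0, quenched with 1M NaOH/1M glycine pH 10. AC50 from Hill modeling.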
GAA glycogen: GAA glycogen-cleavage inhibition or activation. P10253. recombinant GAA, glycogen substrate, Amplex Red glucose oxidase fluorescence. Potency, µM (doses to about 76.4 µM), for the others: at the highest dose activity change, negative = inhibition, actives largely listed as inhibitors. hit rate 0.38% among 300,000;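 further: 0% = full enzyme reaction and -100% = no-enzyme basal signal; the screen sought inhibitors and activators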
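Natural-substrate format: glycogen cleavage by 4 nM human enzyme, glucose read by Amplex Red coupling (Ex 573, Em 610 nm). Normalized to enzyme and no-enzyme controls.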
GAA spleen mod: lysosomal alpha-glucosidase (human) modulation; P10253; human spleen homogenate, 4-MU-alpha-glucoside fluorescence; hit rate 0.006% among 240,000; Potency, µM (titrated, usually from 79.9 µM), for inactives: at the highest dose activity change, negative = inhibition, hits mostly inhibitors;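 further: 0% = enzyme with vehicle and -100% = no enzyme basal signal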
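Human spleen homogenate (1 ug) incubated with compounds and 1 mM 4-methylumbelliferyl-alpha-D-glucopyranoside in pH 5.0 citrate/phosphate buffer, 37 C, 40 min. Stopped at pH 10; 4-MU fluorescence (Ex 365/Em 440 nm); AC50 by Hill fit.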
HTT cytoprotect: cytoprotection in Huntington HTT-Q103 PC12 cell model; PC12 HTT-Q103 induced, cytoprotection, ATP luminescence, 40 h; Potency, µM (top dose mostly 56.4 µM), for inactives: cytoprotection (ATP increase), actives largely listed as activators; hit rate 0.14% among 230,000;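 further: % of control where 0% means no effect; nearly all actives have a fitted effect of over 45% in size; toxic huntingtin expression switched on by the ecdysone agonist tebufenozide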
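PC12 cells with ecdysone-inducible HTT exon 1 Q103-GFP, induced with 100 nM tebufenozide and co-treated with library compounds in a dose series (1536-well, 1500 cells/well). Cytoprotection read as ATP content by ATPlite luminescence.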
HttQ103 aggreg: mutant huntingtin aggregation inhibition. PC12 HttQ103-GFP aggregates, Acumen cytometry, 40 h. Potency, µM (top dose mostly 46.1 µM), without a hit: at the top dose activity change, negative = inhibition, actives largely listed as inhibitors. hit rate 1.1% among 220,000. AID 1688; further: on the % scale 0 is the no-effect control and ±100 the full control effect; nearly all actives have a fitted effect of over 60% in size
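Read-out: GFP aggregate count by laser scanning cytometer (488 nm excitation, 500-530 nm emission, 1–25 µm objects >6 SD above background). Cells: PC12, inducible HTTex1-Q103-GFP, 100 nM tebufenozide; compounds titrated.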
GoLoco inh red: blocks human Gai1 binding to RGS12 GoLoco peptide, red readout; P63096; Gai1:RGS12 GoLoco peptide FP, rhodamine, 10 min; hit rate 0.44% among 230,000; Potency, µM (series often up to 61.6 µM), inactives show at the top dose activity, negative = inhibition, hits mostly inhibitors; AID 880; active means well fitted inhibition curve with a large enough effect, not every such curve was filed as active; inactive means no such curve, though single readings can be large or run the other way; further: on the % scale 0 is the no-effect control and ±100 the full control effect; nearly all actives have a fitted effect of over 30% in size; many of its hits are not listed in these tables
Target sequence (P63096 whole entry, looked up): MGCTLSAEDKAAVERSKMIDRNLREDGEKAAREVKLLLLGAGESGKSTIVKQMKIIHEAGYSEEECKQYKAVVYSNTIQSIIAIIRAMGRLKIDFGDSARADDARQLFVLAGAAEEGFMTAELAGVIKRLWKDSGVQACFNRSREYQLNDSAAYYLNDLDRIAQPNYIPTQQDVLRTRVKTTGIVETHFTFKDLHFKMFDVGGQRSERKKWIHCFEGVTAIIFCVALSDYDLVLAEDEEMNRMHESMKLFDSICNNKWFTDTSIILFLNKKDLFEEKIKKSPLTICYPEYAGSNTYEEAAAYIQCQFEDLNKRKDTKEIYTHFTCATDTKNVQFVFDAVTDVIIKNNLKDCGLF
IMPase Li inh: IMPase inhibition in cells with lithium potentiation | AID 1457 | hit rate 0.35% among 210,000 | Potency, µM (series often up to 59.4 µM), for the others: at the top dose activity, negative = IMPase inhibition, actives largely listed as inhibitors | CHO-M1 cells, IP1 TR-FRET (IP-One), carbachol + lithium;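 further: IP1 builds up when IMPase is blocked and the TR-FRET signal falls; plate controls were basal vehicle for no effect and high inhibitor control for full effect; nearly all actives have a fitted effect of over 50% in size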
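CHO-M1, 2000 cells/well, 16–30 h culture; cpd + low Li+, 30 min 37C; lysis with d2-IP1/Eu-anti-IP1 Ab, 10 min RT; TR-FRET 665/620 ratio and 620 channel; AC50 via Hill.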
* = called active by the depositor; ? = inconclusive; / = no result given; [ ] = remark or other dose. Unless noted, the call rests on the fitted dose curve; in most records, active means well fitted curve in the direction sought with a large enough effect; inconclusive means small, poorly fitted or top-dose-only effect, or another doubt; inactive means no such curve, though single readings can be large; an effect the other way counts as inactive or inconclusive. Potency means the concentration at half of the fitted maximal effect.

Results follow in this order: GAA inhib | GAA glycogen | GAA spleen mod | HTT cytoprotect | HttQ103 aggreg | GoLoco inh red | IMPase Li inh
> O=C(NC(=S)NCc1ccccc1)c1ccccc1F
    8% | -1% | -7% | -10% | 2% | -10% | -6%[38.3 µM]
> CC1CCC2(CC1)NC(=O)N(CC(=O)Nc1cccc(S(=O)(=O)N3CCOCC3)c1)C2=O (centres undefined)
    -9% | -10% | -20% | -2%[10 µM] | -2%[9.22 µM] | -8% | /
> COc1ccc(CCNC(=O)c2c(-c3ccccc3)noc2C)cc1OC
    6% | 3% | -4% | -26% | -13% | 7% | -12%[38.3 µM]
> CC(=O)OCC(OC(C)=O)C(OC(C)=O)C(OC(C)=O)C(=O)Nc1ccc(C)cc1 (centres undefined)
    -3% | -12% | -2% | 10% | 4% | -6% | 6%[38.3 µM]
> O=C(Nc1cccnc1)c1ccc(Oc2ccccc2)cc1
    -2% | -18% | 1% | -2%[0.074 µM] | -14% | 3% | 25%[38.3 µM]
> Cc1ccc(C)c(Nc2ncccc2C(=O)NCc2cccs2)c1
    -8% | 4% | -7% | -10%[10 µM] | -4% | 4% | 24%
> O=C(CCSCCc1ccccn1)Nc1ccc(Br)cc1F
    -5% | 16% | -3% | 19%[10 µM] | -5% | -5% | -6%
> C#CC(=O)N(c1ccc(OC)c(OC)c1)C(C(=O)NC1CCCC1)c1cccs1 (centres undefined)
    -3% | 4% | 3% | 1%[10 µM] | ? | 3% | 36%[activator][38.3 µM]
> C=CCN1C(=O)C(O)(CC(=O)c2c(C)n[nH]c2C)c2cc(Br)ccc21 (centres undefined)
    -11% | 1% | -8% | -7% | 8% | -2% | 15%[38.3 µM]
> O=S(=O)(c1c(F)cccc1F)N1CCN(C(=S)NCc2ccc3c(c2)OCO3)CC1
    0% | -3% | -1% | -73%[inhibitor] | -13% | 0% | 6%

A draw from above in order of molar mass, descending:
Results follow in this order: GAA inhib | GAA glycogen | GAA spleen mod | HTT cytoprotect | HttQ103 aggreg | GoLoco inh red | IMPase Li inh
> O=S(=O)(c1c(F)cccc1F)N1CCN(C(=S)NCc2ccc3c(c2)OCO3)CC1
    0% | -3% | -1% | -73%[inhibitor] | -13% | 0% | 6%
> O=C(CCSCCc1ccccn1)Nc1ccc(Br)cc1F
    -5% | 16% | -3% | 19%[10 µM] | -5% | -5% | -6%
> O=C(NC(=S)NCc1ccccc1)c1ccccc1F
    8% | -1% | -7% | -10% | 2% | -10% | -6%[38.3 µM]

Following part.
Results follow in this order: GAA inhib | GAA glycogen | GAA spleen mod | HTT cytoprotect | HttQ103 aggreg | GoLoco inh red | IMPase Li inh
> COC(=O)c1ccc(CNC(=O)COC(=O)C23CC4CC(CC(C4)C2)C3)cc1
    -1% | -7% | -8% | 0%[10 µM] | 2% | 5% | -1%
> CC(=O)Nc1ccc2nc(C3CC3)n(Cc3ccc(Cl)cc3)c(=O)c2c1
    3% | 2% | 5% | -38%[inhibitor] | -11% | 4% | 9%
> CC(C)=CCC/C(C)=C/Cc1c(O)ccc(C(=O)/C=C/c2ccc(O)cc2)c1O
    ? | -1% | -5% | / | 18% | 3% | 1%
> Nc1nc(NC(=O)c2ccc(Cl)cc2)nn1-c1ccccc1
    0% | 4% | 0% | 15%[10 µM] | 5% | 7% | -4%
> CCOC(=O)/C(C#N)=C/c1cc2cc(C)c(C)cc2nc1Cl
    / | 2% | 1% | 12%[10 µM] | -10%[9.22 µM] | 3% | /
> Cc1ccc(-c2ccnc3nc(-n4cccc4)nn23)o1
    7% | 3% | -7% | -33%[10 µM] | -2% | 8% | 2%
> N#Cc1cccc(NC(=O)Cc2ccccc2)c1
    6% | -12% | 3% | -43%[inhibitor] | -7% | 3% | 5%
> COc1ccc2nc(SCC(=O)Nc3ccccc3OC)[nH]c2c1
    -9% | 4% | 0% | -4%[10 µM] | -5%[9.22 µM] | -8% | /
> CN(C)CCCOc1cccc(Cl)c1
    -13% | 6% | -5% | -5%[10 µM] | 9% | 0% | 6%
> CC1(C)Cc2nc3sc(C(=O)NCCCO)c(N)c3cc2CS1
    5% | 25% | -4% | -31%[inhibitor] | 11% | -7% | -14%
> CCOc1ccc(-c2cc(CCCC(=O)NCc3ccc(C)cc3)no2)cc1
    -7% | -12% | -4% | -48%[inhibitor] | 5% | 5% | 1%[38.3 µM]
> CN(C)CCN1C(=O)c2oc3ccc(Cl)cc3c(=O)c2C1c1cccc(Br)c1 (centres undefined)
    -1% | 0% | -4% | -6% | -6% | 6% | 11%[38.3 µM]
> CCCCN(C(=O)/C=C/c1ccco1)c1c(N)n(Cc2ccccc2)c(=O)[nH]c1=O
    5% | -1% | 4% | 19% | 4% | 5% | 0%
> COc1cccc2[nH]c3c(N4CCC5(CC4)OCCO5)ncnc3c12
    / | 1% | 3% | 29%[10 µM] | -2%[9.22 µM] | -2% | /
> CC1CCCCN1C(=O)CSc1nnc(-c2cccnc2)n1C1CCCCC1 (centres undefined)
    -4% | -5% | 2% | -10% | 29% | 0% | -1%[38.3 µM]
> Cc1cc(C)n(C2=NS(=O)(=O)c3ccccc32)n1
    -5% | 6% | 0% | 7%[1.9 µM] | -11% | 3% | 29%[38.3 µM]
> Cc1nc2nc(C)c(CCC(=O)O)c(C)n2n1
    4% | -3% | -6% | 9% | -6%[9.22 µM] | -2% | 32%[activator][38.3 µM]
> C=CCOc1ccc2ccccc2c1/C=N/O
    -7% | 4% | 0% | -2% | 19%[9.22 µM] | -3% | -15%[38.3 µM]
> Oc1c(C(c2ccccc2Cl)N2CCCC2)ccc2cccnc12 (centres undefined)
    4% | 2% | -5% | -80%[inhibitor][10 µM] | ? | 20% | 20%
> COc1ccc(C(=O)OCCNC(=O)c2ccncc2)cc1OC
    5% | 3% | 2% | -41%[10 µM] | 10% | 2% | -6%
> OCCC1CN(Cc2c(F)cccc2Cl)CCN1C1CCCCC1 (centres undefined)
    6% | -9% | 1% | -4%[10 µM] | 19%[9.22 µM] | 3% | 30%
> COC(=O)c1[nH]c2ccccc2c1NC(=O)CCN1CCN(C2CCCCC2)CC1
    5% | -20% | 3% | 8% | -15% | 8% | 21%[38.3 µM]
> CCOc1ccccc1C1C(C(N)=O)=C(C)Nc2nc(CCCO)nn21 (centres undefined)
    ? | -24% | 1% | -16% | 11% | 1% | -2%[38.3 µM]
> Cc1cc(-c2nc3ccccc3o2)c2ccccc2n1
    -3% | 1% | 2% | -7%[0.074 µM] | 8% | 12% | 16%[38.3 µM]
> COc1ccc(N2CCN(Cc3nc(-c4ccccc4)no3)CC2)cc1
    10% | 14% | 3% | 29%[10 µM] | 17%[9.22 µM] | 10% | -2%
> Cc1ccc(C(=O)CSc2nnc(-c3ccco3)n2Cc2ccccc2)cc1
    -19% | 3% | -2% | -9% | -17% | 10% | 16%[38.3 µM]
> C/C(=N\NC(=O)c1ccccn1)c1ccc(C(=O)O)s1
    ? | -16% | 7% | 20%[10 µM] | 18%[9.22 µM] | 8% | 7%
> S=C(Nc1cccc(Br)c1)N1CCn2cccc2C1c1cccnc1 (centres undefined)
    ? | -4% | 7% | -11% | -16% | 6% | 4%
> Cc1sc(NC(=O)c2ccccc2)c(C(=O)N2CCN(C)CC2)c1C
    0% | 1% | -3% | -5% | -14% | 7% | 8%[38.3 µM]
> COc1ccc(S(=O)(=O)N(C)c2ccc(C(=O)N3CCCC3)cc2)cc1
    ? | -7% | -2% | 13%[10 µM] | 11%[9.22 µM] | 17% | 4%
> CCOC(=O)N1CCN(C(=O)c2ccc(CSc3ccc(Cl)cc3)cc2)CC1
    0% | -9% | -4% | -21% | 10% | -1% | 16%
> O=C(Nc1cccnc1)c1ccccc1O
    -3% | -6% | 2% | -23% | -11% | -5% | 17%[38.3 µM]
> CC(=O)NS(=O)(=O)c1ccc(NC(=O)c2ccc(Cl)cc2[N+](=O)[O-])cc1
    6% | -14% | 7% | -35%[inhibitor][1.9 µM] | -2%[9.22 µM] | 11% | 1%
> CCOC(=O)c1c(-c2ccccc2)csc1NC(=O)CSc1nnnn1C
    ? | 4% | -5% | -65%[inhibitor] | ? | -1% | 6%[38.3 µM]
> CCOC(=O)c1cnc2nc(COc3ccccc3)[nH]n2c1=O
    0% | 8% | -17% | -14%[0.074 µM] | -15% | 1% | 14%[38.3 µM]
> COc1ccc(-n2nnnc2SCC(=O)NCc2ccco2)cc1OC
    -12% | 0% | 4% | -24%[10 µM] | 15% | 8% | 2%[38.3 µM]
> O=c1oc2cc(OCc3ccc(F)cc3F)ccc2cc1-c1ccccn1
    ? | 8% | 1% | -5%[10 µM] | -9% | 5% | ?
> CC(=O)Nc1cccc(/C(C)=N/NC(=O)c2c(-c3ccccc3Cl)noc2C)c1
    1% | 13% | -1% | / | ? | 12% | 14%
> O=C1c2ccccc2C(=O)N1CCC(=O)N1CCCc2ccccc21
    -3% | 5% | -6% | -4%[10 µM] | -12% | 0% | 0%[38.3 µM]
> COc1ccc(C2CCCN2C(=S)Nc2ccc(C)c(C)c2)cc1OC (centres undefined)
    -5% | 0% | -14% | -11% | 14% | 16% | 6%
> Cn1nnc(NC(=O)CSc2ccc(Cl)cc2)n1
    2% | 5% | 0% | -17%[10 µM] | -3% | 7% | -5%
> CC(C)CC(=O)NC1(C(F)(F)F)C(=O)Nc2c1c(=O)[nH]c(=O)n2Cc1ccco1 (centres undefined)
    3% | 9% | 3% | 1% | -3% | -2% | -10%[38.3 µM]

In the list so far, five have a furan ring, fused or not:
Results follow in this order: GAA inhib | GAA glycogen | GAA spleen mod | HTT cytoprotect | HttQ103 aggreg | GoLoco inh red | IMPase Li inh
> Cc1ccc(-c2ccnc3nc(-n4cccc4)nn23)o1
    7% | 3% | -7% | -33%[10 µM] | -2% | 8% | 2%
> CCCCN(C(=O)/C=C/c1ccco1)c1c(N)n(Cc2ccccc2)c(=O)[nH]c1=O
    5% | -1% | 4% | 19% | 4% | 5% | 0%
> Cc1ccc(C(=O)CSc2nnc(-c3ccco3)n2Cc2ccccc2)cc1
    -19% | 3% | -2% | -9% | -17% | 10% | 16%[38.3 µM]
> COc1ccc(-n2nnnc2SCC(=O)NCc2ccco2)cc1OC
    -12% | 0% | 4% | -24%[10 µM] | 15% | 8% | 2%[38.3 µM]
> CC(C)CC(=O)NC1(C(F)(F)F)C(=O)Nc2c1c(=O)[nH]c(=O)n2Cc1ccco1 (centres undefined)
    3% | 9% | 3% | 1% | -3% | -2% | -10%[38.3 µM]

The list is partial, so the mix of outcomes need not match the whole.
